# GPR151 activ = activators of human GPR151, primary screen, cell-based, PathHunter beta-arrestin, luminescence; activation, % at 11.2 µM; PathHunter beta-arrestin GPR151 cells; G-protein coupled receptor 151 (Homo sapiens), Q8TDV0; hit rate 1% among 650,000; in the data active = activation above about 4.9%;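 note: 0% = median of compound wells and 100% = cells with positive control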
# Target sequence (Q8TDV0 whole entry, looked up): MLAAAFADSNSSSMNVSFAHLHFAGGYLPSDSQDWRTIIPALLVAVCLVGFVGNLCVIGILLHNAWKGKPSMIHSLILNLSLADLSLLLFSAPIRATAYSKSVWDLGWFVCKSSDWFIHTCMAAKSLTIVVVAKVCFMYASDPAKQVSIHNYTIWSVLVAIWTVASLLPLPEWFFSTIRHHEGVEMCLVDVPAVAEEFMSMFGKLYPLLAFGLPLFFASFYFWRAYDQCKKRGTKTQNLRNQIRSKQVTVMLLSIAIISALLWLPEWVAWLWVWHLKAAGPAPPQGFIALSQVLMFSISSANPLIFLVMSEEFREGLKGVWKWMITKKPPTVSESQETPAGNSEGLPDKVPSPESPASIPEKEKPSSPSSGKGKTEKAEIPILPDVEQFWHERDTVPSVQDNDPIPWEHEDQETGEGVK
# MITF inh = MITF inhibitors, primary screen, biochemical, AlphaScreen, human; Microphthalmia-associated transcription factor (Homo sapiens), O75030; AlphaScreen MITF homodimerization, bead proximity signal; inhibition, % at 2.6 µM; hit rate 0.91% among 650,000; in the data active = inhibition above about 50%;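 note: 0% = vehicle wells with protein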
# Target sequence (O75030 whole entry, looked up): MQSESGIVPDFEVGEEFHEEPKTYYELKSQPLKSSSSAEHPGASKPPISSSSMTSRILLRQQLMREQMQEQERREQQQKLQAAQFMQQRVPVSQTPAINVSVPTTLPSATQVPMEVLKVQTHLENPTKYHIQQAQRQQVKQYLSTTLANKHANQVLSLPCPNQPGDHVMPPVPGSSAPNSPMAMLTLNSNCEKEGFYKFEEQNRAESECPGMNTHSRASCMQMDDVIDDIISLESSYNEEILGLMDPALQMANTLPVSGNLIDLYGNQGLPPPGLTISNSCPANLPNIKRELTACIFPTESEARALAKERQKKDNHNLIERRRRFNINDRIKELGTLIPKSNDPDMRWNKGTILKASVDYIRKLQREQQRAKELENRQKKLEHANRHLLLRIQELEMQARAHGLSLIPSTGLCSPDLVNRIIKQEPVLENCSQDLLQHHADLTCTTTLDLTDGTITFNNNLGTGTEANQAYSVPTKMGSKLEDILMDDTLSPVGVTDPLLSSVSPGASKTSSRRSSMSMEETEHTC
# TEAD-YAP inh = TEAD-YAP interaction inhibition, primary screen, TEAD-YAP interaction inhibitor project, luminescence, HEK-TIYL cells; hit rate 1.4% among 640,000; inhibition, % at 9.12 µM; TEAD-Gal4/YAP UAS-luciferase luminescence; AID 1259422, 2018; in the data active = inhibition above about 32%;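 note: 0% = median of test compound wells and 100% = reference inhibitor wells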
# FBW7 act = FBW7 E3 ligase activators, primary screen, biochemical, AlphaScreen, human. normalized activity (activation), % at 26.1 µM. hit rate 0.13% among 650,000. AlphaScreen FBW7–phospho-cyclin E peptide binding, activator screen; in the data active = normalized activity above about 1.9%;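 note: purified mutant Fbw7 with reduced substrate affinity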
# * = called active by the depositor; & = joins results of further samples.
SMILES,GPR151 activ,MITF inh,TEAD-YAP inh,FBW7 act
CC1CCCCC1NC(=O)CN1C(=O)COc2ccc(C(C)(C)C)cc21 (stereo not given),0.0,12,-2,0.4
CCOc1ccc(NC(=O)CN2CCN(CC(=O)Nc3cccc(F)c3)CC2)cc1,3.0,5,6,0.3
COc1cc(C2Nc3ccccc3NC3=C2C(=O)CC(C)(C)C3)ccc1O (stereo not given),0.0,-6,3,-0.2
NC(=O)Cn1c(=O)n(-c2ccc(Cl)cc2)c(=O)c2c3c(sc21)CCCC3,1.3,0,7,-0.2
Cc1cc2nccc(NC(=O)Nc3c(Cl)cccc3Cl)n2n1,-0.6,6,-5,0.0
O=C(CNS(=O)(=O)c1cccs1)N1CCN(C2CCCCC2)CC1,-0.1,-13,7,-0.1
COc1ccc(-c2noc(N3CCN(c4cccc(C(F)(F)F)c4)CC3)n2)cc1,2.3,11,5,0.3
COc1ccc(/C=C/C(=O)c2cc(O)ccc2O)cc1,1.4,8,-11,0.0
COCCCNC(=O)CN1C(=O)c2cccc3cccc1c23,0.3,4,1,0.5
Cc1occc1C(=O)Nc1ccn(Cc2ccc(Cl)cc2)n1,-3.8,8,-55,-0.3

# Whole records from above:
# `O=C(CNS(=O)(=O)c1cccs1)N1CCN(C2CCCCC2)CC1` is listed as GPR151 activ: -0.1; MITF inh: -13; TEAD-YAP inh: 7; FBW7 act: -0.1
# `Cc1occc1C(=O)Nc1ccn(Cc2ccc(Cl)cc2)n1` is listed as GPR151 activ: -3.8; MITF inh: 8; TEAD-YAP inh: -55; FBW7 act: -0.3

# (listing goes on)
SMILES,GPR151 activ,MITF inh,TEAD-YAP inh,FBW7 act
Cc1cccn2c(=O)c(C=O)c(Nc3ccc(SC(F)F)cc3)nc12,-0.4,0,1,-0.1
COc1cc(Cl)cc([C@@H]2C[C@H]3CN(Cc4cccnc4)C(=O)[C@]34CCCN24)c1OC,1.6,-2,2,-0.2
N#CC1(C#N)C(c2ccccc2Cl)C(C(=O)C2CC2)N2C=CC=CC21 (stereo not given),2.4,6,2,0.1
O=C(Nc1ccc2[nH]ncc2c1)[C@H]1C[C@@H](O)CN1C(=O)c1ccc(Br)cc1,-1.3,3,6,-0.1
CSc1ccc(C2C3=C(CC(C)(C)CC3=O)Nc3ncnn32)cc1 (stereo not given),0.4,-1,1,0.1
Cn1nccc1C(=O)c1ccc(Cl)cc1,-0.2,-10,-6,-0.1
CCCCCCCNC(=O)Cn1nc(-c2ccccc2)ccc1=O,-0.1,9,3,0.1
Cc1nn(C)c(C)c1-c1cncc(C(=O)NCCO)c1,-1.1,12,5,0.2
CCc1ccccc1NC(=O)c1cc(S(=O)(=O)N(C)Cc2ccccc2)ccc1F,-2.2,20,0,0.9
O=Cc1ccc(OCCOc2ccccc2)c(Br)c1,-0.9,-14,-76,-0.1

# In the list so far, these have four or more nitrogen atoms:
SMILES,GPR151 activ,MITF inh,TEAD-YAP inh,FBW7 act
CCOc1ccc(NC(=O)CN2CCN(CC(=O)Nc3cccc(F)c3)CC2)cc1,3.0,5,6,0.3
Cc1cc2nccc(NC(=O)Nc3c(Cl)cccc3Cl)n2n1,-0.6,6,-5,0.0
COc1ccc(-c2noc(N3CCN(c4cccc(C(F)(F)F)c4)CC3)n2)cc1,2.3,11,5,0.3
O=C(Nc1ccc2[nH]ncc2c1)[C@H]1C[C@@H](O)CN1C(=O)c1ccc(Br)cc1,-1.3,3,6,-0.1
CSc1ccc(C2C3=C(CC(C)(C)CC3=O)Nc3ncnn32)cc1 (stereo not given),0.4,-1,1,0.1
Cc1nn(C)c(C)c1-c1cncc(C(=O)NCCO)c1,-1.1,12,5,0.2

# The results go on.
SMILES,GPR151 activ,MITF inh,TEAD-YAP inh,FBW7 act
CCOC(=O)c1c(NC(=O)c2ccccc2F)sc(C(=O)Nc2cccc(OC)c2)c1C,0.3,0,-8,-0.2
O=C(c1ccno1)N1CCN(c2nc3c(F)cccc3s2)CC1,0.2,13,-11,0.1
Cc1ccc(NC(=O)c2c(NC(=O)c3ccc(Br)cc3)sc3c2CCCC3)c(C)c1,2.1,9,0,2.1*
COc1ccc(C(=O)Nc2cc(-c3nc4ccccc4s3)ccc2C)cc1[N+](=O)[O-],-0.3,11,-22,-0.1
O=C(N/N=C/c1cccc2cccnc12)c1ccccc1,-1.4,57*,-14,-1.6
O=C(OCC(=O)N1CCCCC1)c1cc(=O)c2ccccc2o1,1.4,21,-2,0.6
CCc1ccccc1NC(=O)c1c(NC(=O)c2cccs2)sc2c1CCCC2,0.9,-2,-13,0.2
Cc1scc(CN2CCN(Cc3ccccc3)CC2)c1C,-0.5,9,2,0.1
Cc1scc(CN2CCN(Cc3ccc4c(c3)OCO4)CC2)c1C,0.0,-1,-5,-0.4
O=C(NCCNc1ccc([N+](=O)[O-])cc1C(F)(F)F)c1cccc(Cl)c1,-0.6,-9,2,0.2
CC(C)Cc1ccc(S(=O)(=O)N2CCOCC2)cc1,1.6,-1,-3,-0.1
COc1ccc(-n2cnc3cc(C(=O)NCC4CCCO4)ccc32)cc1 (stereo not given),0.4,-4,4,-0.1
COc1ccc(CN2C(=O)c3cccc4cccc(c34)C2=O)cc1,-0.2,-7,3,-0.1
O=C(CN1C(=O)C2C3C=CC(C4CC34)C2C1=O)NCc1cccc2ccccc12 (stereo not given),-0.5,-6,-10,-0.1
Cc1nnc2sc(-c3ccc(NC(=O)Cc4ccc(Cl)cc4)cc3)nn12,-2.7,6,4,0.4
O=C(NCc1cccnc1)C(=O)N/N=C/c1ccc(F)cc1,0.2,0,11,-0.1
COC(=O)Oc1ccc2oc(=S)sc2c1,-0.5,13,13,0.0
COc1ccccc1NC(=O)COc1ccc(C=C2C(=O)NC(=O)NC2=O)cc1,-0.9,15,4,0.1
OCC1(CO)COC(c2ccc(Cl)cc2Cl)N1 (stereo not given),-0.9,-7,-3,-0.2
CCOC(=O)c1sc(NCCOc2ccccc2C)nc1C,-0.2,1,-21,-0.1
Cc1ccc(-c2nc3cccc(O)c3nc2-c2ccc(C)cc2)cc1,0.0,-8,9,-0.1
COc1ccc(-c2nn(-c3ccccc3)cc2CO)cc1[N+](=O)[O-],0.4,-5,-2,0.0
Cc1ccc(CSc2nc3nc(C)c(Cc4ccc(F)cc4Cl)c(C)n3n2)cc1,-0.1,-12,15,-0.2
COc1ccc(CN2CCNC(=O)C2CC(=O)NCCc2ccccc2F)c(OC)c1 (stereo not given),0.2,5,6,0.1
COCc1nnc(SCC(=O)Nc2ccc(C(C)=O)cc2)n1-c1ccccc1,2.2,-6,2,0.1
CCN1CCN(CCCOc2ccc(Cl)c(Cl)c2)CC1,1.1,28,-12,-0.1
OCCC1CN(Cc2cccc3nonc23)CCN1C1CCCCC1 (stereo not given),-1.8,11,5,0.3
Cc1cccc(C(=O)Nc2nn3c(-c4ccccc4C)nnc3s2)c1,1.4,-3,5,-0.1
O=C(O)C1=CC(c2ccc(Cl)cc2)n2nnnc2N1 (stereo not given),1.9,2,-5,0.0
NC(=O)c1cc2cc(Br)cc(Br)c2oc1=O,-0.2,17,5,0.0
O=C(O)C1C2CCC(C2)C1C(=O)c1ccccc1 (stereo not given),-0.4,10,5,0.1
Cc1cccc(OCCCn2cc(/C=C3/C(=N)N4C=CSC4=NC3=O)c3ccccc32)c1C,0.6,-1,1,-0.1
CCC1CCCCN1S(=O)(=O)c1cc2c(cc1C)NC(=O)CO2 (stereo not given),0.8,4,5,0.1
Cc1c(NC(=O)Nc2ccc(C(F)(F)F)cc2)n(C)c(=O)n1-c1ccccc1,-1.2,12,11,0.5
Cc1ccc(CN2CCN(Cc3ccsc3)CC2CCO)o1 (stereo not given),0.8,4,6,-0.1
Cc1nnc(Nc2ccc(OCC(N)=O)cc2)c2ccccc12,-0.6,0,-18,0.0
O=C(O)c1cc(N2C(=O)c3ccc(Oc4ccc5c(c4)C(=O)N(c4ccc(Cl)c(C(=O)O)c4)C5=O)cc3C2=O)ccc1Cl,-0.5,-9,1,-0.2
CC(=O)c1ccc(NC(=O)c2ccc3c(c2)C(=O)N(c2cccc4ccccc24)C3=O)cc1,0.4,-3,-4,0.0
Cc1ccc(NCc2nc3c([nH]2)c(=O)n(C)c(=O)n3C)cc1,-1.0,-3,8,0.0
Cc1cc(-n2cnc3ccccc32)n2c(nc3ccccc32)c1C#N,-1.2,2,2,0.0
O=C1CCCN1CCn1cnc2c(NCc3cccc(C(F)(F)F)c3)nc(N3CCOCC3)nc21,1.3,-1,-10,-0.1
Cc1cc(-c2ccc(NC(=O)c3cccnc3)c(C)c2)ccc1NC(=O)c1cccnc1,-0.9,-5,-15,0.0
O=C(CSC1=NS(=O)(=O)c2ccccc21)Nc1ccc(Br)cc1F,-0.2,13,6,0.6
O=[N+]([O-])c1cc(Oc2ccccc2)c2c(Cl)nsc2c1,1.0,34,-5,0.4
O=C(c1ccccc1Br)N1CCN(c2ccc([N+](=O)[O-])c(NCCc3ccccc3)c2)CC1,-1.1,6,-3,-0.1
CCOC(=O)c1c(NC(=O)c2cccc3ccccc23)sc2c1CCC(C(C)(C)C)C2 (stereo not given),-0.9,5,4,0.1
CC(C)n1c(-c2ccc(N3CCOCC3)nc2)nc2c(NCCO)ncnc21,0.9,2,30,0.0
Cc1c(C)c2c(c(C)c1O)CCC(C)(CCCC(C)CCCC(C)CCCC(C)C)O2 (stereo not given),-0.6&-0.6,-20&-5,-9&4,0.1&0.0
CCOC(=O)c1c(NC(=O)C2CC2c2ccccc2)sc(C(N)=O)c1C (stereo not given),0.3,-12,-7,0.0
O=C(Nc1ccc2[nH]ncc2c1)C1CCN(C(=O)[C@@H](O)c2ccccc2Cl)C1 (stereo not given in full),-0.7,0,-8,0.0
# (next part)
SMILES,GPR151 activ,MITF inh,TEAD-YAP inh,FBW7 act
Cc1ccc(C2CC(c3c(-c4ccccc4)c4cc(Cl)ccc4[nH]c3=O)=NO2)cc1 (stereo not given),2.1,7,3,0.5
COCCn1c(SCCN2CCOCC2)nc2c1c(=O)[nH]c(=O)n2C,-0.9,11,7,0.3
CCc1ccc(-n2c(SCC(=O)NC(=O)NCCOC)nnc2-c2ccncc2)cc1,-1.3,-7,5,0.0
N#Cc1ccccc1Nc1cc(NC(=O)Cc2ccc(F)cc2)ncc1C(F)(F)F,0.2,17,20,0.2
O=C(CC1S/C(=N\N=C2/CCCc3ccccc32)NC1=O)Nc1ccccc1 (stereo not given),2.1,12,-7,0.0
Cc1sc2nc(C3CC3)n(C3CCN(C(=O)CC(C)C)CC3)c(=O)c2c1C,-1.3,-3,-9,-0.2
Cn1c(NCCN2CCOCC2)nc2c1c(=O)n(Cc1ccccc1)c(=O)n2C,-1.2,6,5,-0.1
CC(=O)Nc1nc(-c2ccccc2C)ccc1C(=O)N(C)C,-0.5,17,-2,0.1
CCCNC(=O)Cn1nc2c3ccccc3nc(C3CC3)n2c1=O,0.9,11,2,0.0
COC(=O)C1=C(C)NC(C)=C(C(=O)OC)C1c1ccc(C)o1,1.3,-1,-9,0.5
Cc1ccccc1N(CC(=O)NCc1ccc2c(c1)OCO2)C(=O)c1ccc(Cl)nc1,1.3,12,2,-0.2
COc1ccc(C(=O)NCc2nnc(SCC(=O)N3CCCC3)o2)cc1OC,2.4,2,8,-0.1
Cc1cc(N2C(=O)c3ccc(C(=O)N4CCCCC4C)cc3C2=O)no1 (stereo not given),2.0,11,6,0.2
O=C(NCc1cccnc1)c1nn2c(c1Cl)NC(c1cccs1)CC2C(F)(F)F (stereo not given),-1.4,1,18,0.1
CCc1nnc(NS(=O)(=O)c2ccc(NC(=O)c3ccc(C(=O)OC)cc3)cc2)s1,1.1,11,1,0.0
COc1ccc2c(c1)OC(C)CN(C(=O)C1CC(=O)c3ccccc31)C2 (stereo not given),2.1,1,0,0.1
CC(C)c1ccc(N(C)S(=O)(=O)c2ccc3[nH]cc(C(=O)N4CCCCCC4)c(=O)c3c2)cc1,-1.4,-5,1,0.0
CCCCOc1ccc(/C=C2\N=C(c3ccc(-c4ccccc4)cc3)OC2=O)cc1,0.1,10,0,-0.1
O=C1C2CC(O)CN2C(=S)N1c1ccccc1 (stereo not given),0.1,-1,-8,-0.1
Cc1cc(C)c2c(N)csc2n1,1.2,-6,-5,-0.1
COc1ccc(Br)cc1C(=O)N/C(=C\c1ccc([N+](=O)[O-])cc1)C(=O)NC1CCCCC1,-2.1,-3,-10,-0.1
Cc1ccc(CN[C@H]2C[C@H]3C(=O)N[C@@H](Cc4ccc(O)cc4)C(=O)N3C2)cc1,-0.4,1,11,-0.1
Cn1c2ccccc2n2c(=O)c(=O)n(Cc3ccc(C#N)cc3)nc12,0.2,1,9,-0.1
CN1CCCN(C(=O)C2CC23CCN(Cc2ccccc2F)CC3)CC1 (stereo not given),-1.1,15,1,-0.1
O=c1c2ccccc2nc(-c2ccc(F)cc2)n1NCc1ccc(Br)s1,0.5,4,2,0.1
CCOC(=O)c1c(-c2ccccc2)oc2ccc(N(C(=O)Oc3ccccc3)S(=O)(=O)c3ccc(C)cc3)cc12,-1.0,0,7,0.1
CCOc1cc(C)c(Cl)cc1S(=O)(=O)N1CCN(C)CC1,0.1,14,1,-0.1
CC1(C)NC(=O)N(CC(=O)NCc2ccccc2)C1=O,-0.9,9,3,0.0
O=C(C1=CCN(S(=O)(=O)c2ccccc2)CC1)N1CCc2ccccc21,0.5,5,3,-0.1
CCOC(=O)C1=C(C)NC(=O)NC1c1ccccc1OC (stereo not given),-1.3,-3,10,0.2
